Dengue-2 NS5 capping: flavivirus cap methylation enzyme inhibition – biochemical, confirmation dose response, primary screen (AID 588689) | inhibition, % at 25 µM, or IC50 in µM where a hit was titrated | hit rate 0.3% among 340,000 | Dengue-2 NS5 methyltransferase capping enzyme assay, biochemical; higher % means a stronger effect; in the data active = a potency from the dose series; inconclusive = inhibition above about 29% without an active follow-up result
T cell HTS: T cell immune modulators affecting CD8 T cell-vesicle binding; 2C CD8+ T cell-vesicle binding, flow cytometry; stronger effect = lower value; calls only at 7 µM; hit rate 0.068% among 330,000; AID 2052;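 active = response, share of CD8 T cells binding vesicles, and their 90th percentile fluorescence all below set limits, cut at about 80% in these data, passing the limit was not always enough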
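Material: murine 2C transgenic CD8+ T lymphocytes / Also added: QL9-peptide-loaded Drosophila micro-vesicles bearing Ld, ICAM-1 and B7-1 / Schedule: binding step 1.5 h, 37 °C, antibody labelling 20 min, ice / Signal: flow cytometry, PE anti-B7-1 (FL2) versus Alexa647 anti-CD8 (FL8), PFA-fixed / Evaluation: percent CD8+ FL2 mean versus row control / Benchmarks: naked versus QL9-loaded vesicles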
West Nile virus CPE: West Nile virus antiviral activity, cell-based, CPE readout (AID 1621) | CPE inhibition, % at 10 µM; hits with a dose series show IC50 in µM | hit rate 0.02% among 290,000 | West Nile virus-infected cells, CPE inhibition; higher % means a stronger effect; in the data active = a potency from the dose series; inconclusive = CPE inhibition mostly from about 3.7% at the one dose, without a potency; inactive = the rest, 99 in 100 with CPE inhibition below about 2.2%; also: strong numbers were not always called active
MgcRacGAP inhibition: MgcRacGAP GTPase-activating activity inhibitors, confirmation, biochemical, ADP Hunter fluorescence; inhibition, % at 30 µM; hits with a dose series show IC50 in µM; hit rate 0.6% among 340,000; MgcRacGAP-stimulated Rac1 GTP hydrolysis, ADP Hunter fluorescence; higher % means a stronger effect; GST-tagged Rac1 F28L mutant substrate;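 active = first-screen hits whose inhibition reached a set limit at any dose in the follow-up dose series; inconclusive = inhibition above the set first-screen limit but never retested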;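 also: fluorescence reports GDP produced by GAP-driven GTP hydrolysis; strong numbers were not always called active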
RSV CPE inhibition: inhibition of RSV-induced cytopathic effect – HEp-2 cells, primary 10 µM value included (AID 2391); HEp-2 cells, RSV-induced CPE inhibition; higher % means a stronger effect; CPE inhibition, % at 10 µM; hits with a dose series show IC50 in µM; hit rate 0.13% among 310,000; in the data active = a potency from the dose series; inconclusive = CPE inhibition mostly from about 23% at the one dose, without a potency; inactive = the rest, 99 in 100 with CPE inhibition below about 21%; also: strong numbers were not always called active
NTR1 ag: agonists of NTR1, primary screen, imaging, U2OS cells, beta-arrestin-GFP, high content (AID 493036) | P30989 | NTR1-U2OS beta-arrestin-GFP spot imaging, agonist mode | activation, % at 20 µM | hit rate 0.17% among 330,000;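 active = activation at or above 40% of the spot to cytoplasm intensity ratio, with at least 20 cells analyzed; inconclusive = wells under 20 cells, flagged as cytotoxic or low count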;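 also: 0% = DMSO without peptide and 100% = 100 nM NTR1 peptide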
Target sequence (P30989 whole entry, looked up): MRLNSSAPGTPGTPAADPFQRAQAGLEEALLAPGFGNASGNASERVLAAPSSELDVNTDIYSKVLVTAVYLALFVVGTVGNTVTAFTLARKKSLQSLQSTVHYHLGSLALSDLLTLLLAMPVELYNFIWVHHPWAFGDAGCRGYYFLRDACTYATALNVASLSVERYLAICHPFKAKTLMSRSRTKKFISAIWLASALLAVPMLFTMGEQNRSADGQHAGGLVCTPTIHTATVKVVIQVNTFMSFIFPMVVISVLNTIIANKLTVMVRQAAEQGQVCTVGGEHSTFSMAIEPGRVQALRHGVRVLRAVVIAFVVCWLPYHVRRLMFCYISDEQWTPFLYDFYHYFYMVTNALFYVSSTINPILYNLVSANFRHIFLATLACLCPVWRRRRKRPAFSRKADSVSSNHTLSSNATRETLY
Large T inhibition: SV40 large T antigen inhibitors, biochemical (AID 1903); SV40 large T antigen ATPase/helicase inhibition assay; higher % means a stronger effect; inhibition, % at 20 µM, or IC50 in µM where a hit was titrated; hit rate 0.39% among 310,000; in the data active = a potency from the dose series; inconclusive = inhibition mostly from about 32% at the one dose, without a potency; inactive = the rest, 99 in 100 with inhibition below about 32%; also: strong numbers were not always called active
UTI89 phage lysis: protection from phage-mediated lysis, alamar blue read-out – E. coli UTI89, K1F phage, bacterial capsule biogenesis inhibitors (AID 488966); one-dose inhibition, % at 100 µM; IC50 in µM for titrated hits; hit rate 0.02% among 340,000; E. coli UTI89 K1F phage lysis, alamar blue, 2 h; higher % means a stronger effect;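 active = phage lysis inhibition, versus mean bacterial control, above a set limit; inconclusive = no clear call, values can overlap the other calls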;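 also: capsule biogenesis inhibitors block K1F phage lysis so surviving cells raise fluorescence; higher fluorescence means more inhibition of phage lysis; actives were called in the ten point dose series up to 300 µM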
Salmonella PhoP GFP: inhibitors of PhoP regulon expression, primary screen, Salmonella Typhimurium, GFP reporter (AID 1863); one-dose inhibition, % at 50 µM; IC50 in µM for titrated hits; S. Typhimurium PhoP-regulated promoter GFP reporter, 4 h; higher % means a stronger effect; hit rate 0.16% among 300,000;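 active = inhibition over 29.93%, a cutoff 3 SD above the screen mean, later confirmed by dose response; inconclusive = inhibition over 29.93% but no dose response follow-up; inactive = inhibition at most 29.93% or unconfirmed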;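 also: 0% = low Mg2+ inducing control and 100% = high Mg2+ repressing control; strong numbers were not always called active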
T cell HTS vesicle-bound %: recorded beside T cell HTS, whose call it bears; double positive events, %; measured here: CD8+ vesicle-bound cell fraction;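 binding gate set so that unloaded-vesicle control wells show 10% double positive cells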
NTR1 ag cell count 20 µM: second read-out of NTR1 ag, no call of its own (marks repeat the call); cell count; measured here: cell count, cytotoxicity flag
An asterisk follows results filed as active; i = inactive; ? = inconclusive; / = not tested or not shown; & = joins results of further samples; ! = a repeat was not active. Not all compounds are listed; count on the stated rates, not on these rows.

Start of the listing, in advance (three entries):
SMILES	Dengue-2 NS5 capping	T cell HTS	T cell HTS vesicle-bound %	West Nile virus CPE	MgcRacGAP inhibition	RSV CPE inhibition	NTR1 ag	NTR1 ag cell count 20 µM	Large T inhibition	UTI89 phage lysis	Salmonella PhoP GFP
C[C@H]1c2cccc(O)c2C(O)=C2C(=O)C3(O)C(O)=C(C(N)=O)C(=O)[C@@H](N(C)C)[C@@H]3[C@@H](O)[C@@H]21 (stereo not given in full)	-2%	i	37	/	1%	-1.7%	-0.7	68	14%	-17%	6.6µM*
CC(=O)O[C@@]12CO[C@@H]1C[C@H](O)[C@@]1(C)C(=O)[C@H](O)C3=C(C)[C@@H](OC(=O)[C@H](O)[C@@H](NC(=O)OC(C)(C)C)c4ccccc4)C[C@](O)([C@@H](OC(=O)c4ccccc4)[C@H]21)C3(C)C	/	i	44	?	/	-1.6%	0.4	56	6%&8%	/	4%&-9%
CN(C)CCOC(=O)C(c1ccccc1)C1(O)CCCC1 (stereo not given)	-3%	i	30	0.3%	4%	-1.3%	1.6	68	-2%&11%	2.9%	7%&-5%

This part in full, from the start:
SMILES	Dengue-2 NS5 capping	T cell HTS	T cell HTS vesicle-bound %	West Nile virus CPE	MgcRacGAP inhibition	RSV CPE inhibition	NTR1 ag	NTR1 ag cell count 20 µM	Large T inhibition	UTI89 phage lysis	Salmonella PhoP GFP
C[C@H]1c2cccc(O)c2C(O)=C2C(=O)C3(O)C(O)=C(C(N)=O)C(=O)[C@@H](N(C)C)[C@@H]3[C@@H](O)[C@@H]21 (stereo not given in full)	-2%	i	37	/	1%	-1.7%	-0.7	68	14%	-17%	6.6µM*
CC(=O)O[C@@]12CO[C@@H]1C[C@H](O)[C@@]1(C)C(=O)[C@H](O)C3=C(C)[C@@H](OC(=O)[C@H](O)[C@@H](NC(=O)OC(C)(C)C)c4ccccc4)C[C@](O)([C@@H](OC(=O)c4ccccc4)[C@H]21)C3(C)C	/	i	44	?	/	-1.6%	0.4	56	6%&8%	/	4%&-9%
CN(C)CCOC(=O)C(c1ccccc1)C1(O)CCCC1 (stereo not given)	-3%	i	30	0.3%	4%	-1.3%	1.6	68	-2%&11%	2.9%	7%&-5%
CCC12CCCN3CCc4c(n(c5ccccc45)C(O)(C(=O)OC)C1)C32 (stereo not given)	14%	i	35	-0.2%	2%	1.9%	-2.0	104	13%	3.3%	-2%
COc1ccc(S(=O)(=O)Nc2nnc(CC(C)C)s2)cc1	-3%	/	/	0.6%	3%	0.9%	4.0	46	3%	-0.7%	-1%
O=C1c2ccccc2C(=O)c2c(O)c(O)cc(O)c21	-10%	i	24	/	26%	/	-3.0	50	/	-13%	/
CN1CCN(c2c(F)cc3c(=O)c(C(=O)O)cn4c3c2SCC4)CC1	-3%	i	30&52	-0.9%	6%	-0.2%&0.7%	-0.5	53	0%&17%&1%	-5.3%	4.7µM*!
CN1CCC(=C2c3ccccc3CC(=O)c3sccc32)CC1	-7%&-25%&-1%	i	21&64	0.8%	4%&-1%&6%	-1.4%&0.0%	-1.7&-2.0	74&75	30%&6%&13%&5%	-3.4%&4.0%&6.5%	4%&1%&0%&-3%
O=C(O)CCCCCCCC(=O)O	2%	i	23	0.1%	0%	0.5%	-1.8	42	2%	5.6%	-8%
O=C(NCCN1CCOCC1)c1ccc(Cl)cc1	-5%	i	19	-0.2%	7%	-0.4%	-0.1	70	4%	-4.2%	3%
CN1CCN(CCCN2c3ccccc3Sc3ccc(S(=O)(=O)N(C)C)cc32)CC1	-4%	i	26	/	10%	-1.2%	13	31	20%	7.2%	-1%
COc1cc2c(c(OC)c1OC)-c1c(cc(OC)c(OC)c1OC)C[C@H](C)[C@H](C)C2	-11%	i	36	-0.5%	10%	5.7%	-0.9	64	15%	0.0%	-1%
CC1CCc2c(N3CCC(O)CC3)c(F)cc3c(=O)c(C(=O)O)cn1c23 (stereo not given)	5%	i	15	/	5%	3.5%	1.5	79	19%	-14%	6.2µM*
Nc1ncnc(Nc2ccccc2)n1	0%	i	62	/	2%	-2.2%	3.8	58	11%	1.5%	-2%
O=C(c1ccccc1)c1ccc2n1CCC2C(=O)O (stereo not given)	5%	i	26	2.1%	-4%	4.4%	-1.6	67	10%	2.6%	-6%
CC1(C)Oc2ccc(C#N)cc2[C@@H](N2CCCC2=O)[C@@H]1O	-1%	i	25	-0.3%	5%	-1.2%	-0.4	52	5%	-1.9%	-2%
Cc1ccsc1/C=C/C1=NCCCN1C	1%&-10%&-7%	i	7&23	0.8%	9%&3%&6%	0.4%	-0.8&1.5	45&62	13%	3.7%&1.6%&6.1%	0%
C[C@]12CC[C@H]3C(=CCc4cc(O)ccc43)[C@@H]1CCC2=O	-3%	i	23	0.4%	95µM*	44%	-1.0	74	20%	2.1%	-2%
CCC(Cc1c(I)cc(I)c(N)c1I)C(=O)O (stereo not given)	-2%	i	18	/	5%	1.8%	4.5	47	14%	-2.7%	-22%
CCN(CC)CCOC(=O)C(c1ccccc1)c1ccccc1	-1%	i	17	0.8%	4%	-0.6%	-0.3	42	5%&24%	2.4%	1%&11%

A stretch of the results above:
SMILES	Dengue-2 NS5 capping	T cell HTS	T cell HTS vesicle-bound %	West Nile virus CPE	MgcRacGAP inhibition	RSV CPE inhibition	NTR1 ag	NTR1 ag cell count 20 µM	Large T inhibition	UTI89 phage lysis	Salmonella PhoP GFP
CN1CCN(CCCN2c3ccccc3Sc3ccc(S(=O)(=O)N(C)C)cc32)CC1	-4%	i	26	/	10%	-1.2%	13	31	20%	7.2%	-1%
COc1cc2c(c(OC)c1OC)-c1c(cc(OC)c(OC)c1OC)C[C@H](C)[C@H](C)C2	-11%	i	36	-0.5%	10%	5.7%	-0.9	64	15%	0.0%	-1%
CC1CCc2c(N3CCC(O)CC3)c(F)cc3c(=O)c(C(=O)O)cn1c23 (stereo not given)	5%	i	15	/	5%	3.5%	1.5	79	19%	-14%	6.2µM*
Nc1ncnc(Nc2ccccc2)n1	0%	i	62	/	2%	-2.2%	3.8	58	11%	1.5%	-2%
O=C(c1ccccc1)c1ccc2n1CCC2C(=O)O (stereo not given)	5%	i	26	2.1%	-4%	4.4%	-1.6	67	10%	2.6%	-6%

Later entries.
SMILES	Dengue-2 NS5 capping	T cell HTS	T cell HTS vesicle-bound %	West Nile virus CPE	MgcRacGAP inhibition	RSV CPE inhibition	NTR1 ag	NTR1 ag cell count 20 µM	Large T inhibition	UTI89 phage lysis	Salmonella PhoP GFP
CCCc1cc(C(N)=S)ccn1	1%	i	23	-0.4%	1%	-1.8%	-1.2	48	11%	-3.0%	3%
CC(C)(C(=O)c1cccnc1)c1cccnc1	-7%	i	22	0.3%	-1%	1.1%	1.0	64	20%	3.2%	-4%
O=C1CCc2cc(OCCCCc3nnnn3C3CCCCC3)ccc2N1	-2%	i	15	-0.5%	1%	3.2%	2.0	56	-2%&24%&3%&6%	7.4%	13%&-5%&-10%&-3%
CN(CCOc1ccc(NS(C)(=O)=O)cc1)CCc1ccc(NS(C)(=O)=O)cc1	/	i	12	0.1%	/	-2.0%	0.8	65	-2%&5%	/	1%&3%

Bioassay records: PubChem, several laboratories
